Lipid droplet: modulators of hepatic lipid droplet formation | AML12 mouse hepatocytes, oleate lipid droplets, BODIPY imaging | inhibition, % at 6.5 µM | actives 0.4% (n = 240,000);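 active = lipid droplet intensity inhibited by at least 50%, with more than 500 cells counted; inconclusive = wells with under 300 cells, treated as cytotoxic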
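Test system: AML12 mouse liver cells; schedule: overnight exposure; technique: high-content imaging of BODIPY-stained droplets and DAPI nuclei; read-out: % inhibition of corrected integrated BODIPY droplet signal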
GPR35 arrestin U2OS: inhibition of zaprinast-stimulated GPR35 beta-arrestin translocation – imaging, U2OS, beta-arrestin-GFP, zaprinast agonist, primary screen (AID 2058) | U2OS GPR35 beta-arrestin-GFP translocation imaging, zaprinast antagonism; higher % means a stronger effect | inhibition, % at 10 µM, or IC50 in µM where a hit was titrated | actives 0.052% (n = 290,000);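 active = inhibition of at least 50% with at least 30 cells and total cytoplasm GFP at most 10,000,000; inconclusive = under 30 cells or total GFP of 10,000,000 plus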
SV40 large T antigen: SV40 large T antigen inhibitors, biochemical (AID 1903) | SV40 large T antigen ATPase/helicase inhibition assay; higher % means a stronger effect | actives 0.39% (n = 310,000) | inhibition, % at 20 µM; hits with a dose series show IC50 in µM; in the data active = a potency from the dose series; inconclusive = inhibition mostly from about 32% at the one dose, without a potency; inactive = the rest, 99 in 100 with inhibition below about 32%; also: strong numbers were not always called active
T cell HTS: modulates CD8 T cell binding to vesicles; AID 2052; calls only at 7 µM; 2C CD8+ T cell-vesicle binding, flow cytometry; stronger effect = lower value; actives 0.068% (n = 330,000);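 active = response, share of CD8 T cells binding vesicles, and their 90th percentile fluorescence all below set limits, cut at about 80% in these data, passing the limit was not always enough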
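Material: murine 2C transgenic CD8+ T lymphocytes / Also added: QL9-peptide-loaded Drosophila micro-vesicles bearing Ld, ICAM-1 and B7-1 / Schedule: binding step 1.5 h, 37 °C, antibody labelling 20 min, ice / Signal: flow cytometry, PE anti-B7-1 (FL2) versus Alexa647 anti-CD8 (FL8), PFA-fixed / Evaluation: percent CD8+ FL2 mean versus row control / Benchmarks: naked versus QL9-loaded vesicles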
GPR55 antagonists: GPR55 antagonists blocking LPI-driven arrestin recruitment, primary screen, imaging, U2OS, beta-arrestin-GFP, LPI agonist (AID 2013) | actives 0.13% (n = 290,000) | inhibition, % at 10 µM, or IC50 in µM where a hit was titrated | U2OS GPR55 beta-arrestin-GFP translocation imaging, LPI antagonism; higher % means a stronger effect;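 active = spots per cell inhibited over 60%, with over 100 cells counted and total cytoplasm intensity under 500,000; inconclusive = wells with under 100 cells, flagged as likely toxic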;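 also: U2OS cells stably carrying GPR55 and arrestin-GFP stimulated by 5 µM LPI near EC80; imaged beta-arrestin-GFP aggregate spots per cell after agonist stimulation; plate controls were LPI-stimulated DMSO wells for no effect and DMSO wells without LPI for full effect; some results filed as inactive read as strong as hits; confirmed hits need IC50 under 10 µM and bright autofluorescent wells are also inconclusive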
GPR55 activation: GPR55 agonists via beta-arrestin recruitment, primary screen, imaging, U2OS cells, beta-arrestin-GFP redistribution (AID 1961); U2OS GPR55 beta-arrestin-GFP redistribution imaging; higher % means a stronger effect; activation, % at 10 µM, or EC50 in µM where a hit was titrated; actives 0.048% (n = 290,000);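 active = activation above 40% with more than 50 cells counted in the well; inconclusive = wells holding fewer than 50 cells, flagged as toxic or sparse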;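 also: U2OS osteosarcoma cells stably expressing GPR55 and beta-arrestin-GFP; plate controls were DMSO negative control for no effect and LPI positive control for full effect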
LYP inhibition: inhibitors of LYP phosphatase, biochemical, fluorescence intensity, uHTS (AID 1779). recombinant LYP phosphatase, fluorescence intensity; higher % means a stronger effect. one-dose inhibition, % at 11.5 µM; IC50 in µM for titrated hits. actives 0.054% (n = 290,000); in the data active = inhibition above about 50%;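 also: plate controls were vehicle with enzyme for no effect and no enzyme for full effect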
NTR1 ag: NTR1-driven beta-arrestin-GFP spot formation – imaging, U2OS cells, high content, primary screen (AID 493036) | agonist mode | activation, % at 20 µM | actives 0.17% (n = 330,000);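 active = activation at or above 40% of the spot to cytoplasm intensity ratio, with at least 20 cells analyzed; inconclusive = wells under 20 cells, flagged as cytotoxic or low count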;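 also: 0% = DMSO without peptide and 100% = 100 nM NTR1 peptide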
Target sequence (P30989 whole entry, looked up): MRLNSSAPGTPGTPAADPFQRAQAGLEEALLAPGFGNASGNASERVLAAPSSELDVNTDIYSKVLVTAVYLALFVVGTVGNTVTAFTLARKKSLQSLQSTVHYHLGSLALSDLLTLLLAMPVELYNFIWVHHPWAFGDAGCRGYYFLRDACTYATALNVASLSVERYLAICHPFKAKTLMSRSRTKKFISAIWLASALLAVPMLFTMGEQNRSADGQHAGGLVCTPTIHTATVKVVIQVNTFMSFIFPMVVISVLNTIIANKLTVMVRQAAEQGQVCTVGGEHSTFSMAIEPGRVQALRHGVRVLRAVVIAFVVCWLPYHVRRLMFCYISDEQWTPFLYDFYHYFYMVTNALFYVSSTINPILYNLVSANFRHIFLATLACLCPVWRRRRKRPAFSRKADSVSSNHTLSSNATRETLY
MgcRacGAP inhibition: MgcRacGAP GTPase-activating activity inhibitors, confirmation, biochemical, ADP Hunter fluorescence; actives 0.6% (n = 340,000); one-dose inhibition, % at 30 µM; IC50 in µM for titrated hits; MgcRacGAP-stimulated Rac1 GTP hydrolysis, ADP Hunter fluorescence; higher % means a stronger effect; GST-tagged Rac1 F28L mutant substrate;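 active = first-screen hits whose inhibition reached a set limit at any dose in the follow-up dose series; inconclusive = inhibition above the set first-screen limit but never retested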;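 also: fluorescence reports GDP produced by GAP-driven GTP hydrolysis; strong numbers were not always called active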
Lipid droplet cells 6.5 µM: second read-out of Lipid droplet, no call of its own (marks repeat the call); cell count; measured here: cell count, cytotoxicity flag;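 cells counted across two imaged fields per well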
T cell HTS vesicle-bound %: also measured in T cell HTS; calls as there; double positive events, %; measured here: CD8+ vesicle-bound cell fraction;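 binding gate set so that unloaded-vesicle control wells show 10% double positive cells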
NTR1 ag cell count 20 µM: further read-out of NTR1 ag, marked with its call; cell count; measured here: cell count, cytotoxicity flag
Starred values were filed as active, the others as inactive; i = inactive; ? = inconclusive; . = no result given.

Value order – Lipid droplet	Lipid droplet cells 6.5 µM	GPR35 arrestin U2OS	SV40 large T antigen	T cell HTS	T cell HTS vesicle-bound %	GPR55 antagonists	GPR55 activation	LYP inhibition	NTR1 ag	NTR1 ag cell count 20 µM	MgcRacGAP inhibition
> CC(=O)Nc1ccc(S(=O)(=O)Nc2ccc(NC(=O)c3ccco3)cc2)cc1
  18	613	9%	8%	i	10	-10%	0.2%	3%	0.3	53	2%
> CN(C)c1nc(C(F)(F)F)cc(=O)[nH]1
  1	686	0%	9%	i	43	-1%	-0.1%	-3%	-1.3	81	8%
> COc1ccc(S(=O)(=O)N(CC(=O)Nc2ccc(S(=O)(=O)N3CCOCC3)cc2)c2ccccc2)cc1
  -8	639	1%	9%	i	47	3%	-0.1%	-4%	1.2	49	8%
> CCCC[C@@H]1CCCO[C@@](C(=O)NCc2cc(C)n(C)n2)(C(F)(F)F)C1
  .	.	.	10%	i	24	.	.	.	1.7	83	5%
> CC(C)C[C@H](NC(=O)c1cc2cc(Cl)ccc2n1C)C(=O)N1CCC[C@H]1C(=O)O
  .	.	11%	.	i	34	-3%	-0.1%	0%	-0.8	87	2%
> CC(C)=CCOc1ccc([C@@H]2COc3c(ccc4c3C=CC(C)(C)O4)C2)c(O)c1
  .	.	.	1%	i	16	.	.	.	21	84	0%
> Cc1cc(NC(=O)CSc2nc3c([nH]c4ccccc43)c(=O)n2-c2cccc(C(F)(F)F)c2)no1
  -10	710	14%	-10%	.	.	-9%	-0.5%	-2%	.	.	11%
> O=S(=O)(c1cccc2nsnc12)N1CCN(C/C=C\c2ccccc2)CC1
  -5	780	-9%	18%	i	38	8%	-0.1%	-5%	0.5	45	-6%
> Cc1cc(C)c(NC(=O)CCCN2CCCC2)c(C)c1
  -3	815	3%	0%	i	14	-3%	-0.2%	-7%	0.2	43	4%
> CC(C)CC(c1nnnn1C1CCCCC1)N1CCN(c2ncccn2)CC1 (centres undefined)
  .	.	16%	16%	i	33	0%	0.2%	-2%	0.8	86	7%
> Cc1onc(C(=O)N2CCC(Cc3ccccc3)CC2)c1[N+](=O)[O-]
  8	822	-3%	1%	i	4	-5%	0.2%	-14%	2.0	67	-16%
> Cc1ccc(C(=O)N/C(=C\c2ccco2)C(=O)NCCCn2ccnc2)cc1C
  0	662	14%	7%	i	28	10%	0.2%	-2%	0.3	58	5%
> CCOc1ncccc1C(=O)OCC(=O)Nc1ccc(C(C)C)cc1
  1	746	-5%	2%	i	53	6%	0.0%	2%	-0.2	86	5%
> Cc1ccc(CC(=O)N(C)CC(=O)Nc2ccc(N3CCOCC3)cc2)cc1C
  .	.	.	?	i	47	.	.	.	-0.6	61	4%
> CCOc1nc(Nc2ccc(OC)cc2)nc(N2CCOCC2)n1
  0	664	5%	10%	i	37	10%	0.3%	-3%	-0.1	55	0%
> COC(=O)C(Nc1ccccc1Cl)(c1cc(C)c(O)c(C)c1)C(F)(F)F (centres undefined)
  6	778	12%	19%	i	20	18%	0.1%	4%	17	38	8%
> NNC(=O)c1cccc(Cn2cc(Br)c([N+](=O)[O-])n2)c1
  5	669	15%	8%	i	8	2%	-0.2%	-10%	1.3	42	-7%
> FC(F)(F)c1cccc(-n2cccc2/C=N/n2cnnc2)c1
  .	.	0%	-1%	i	58	-1%	-0.2%	-6%	1.1	83	8%
> CCn1cc(C=C2C(=O)c3ccccc3C2=O)c2ccccc21
  11	611	-3%	-9%	.	.	6%	-0.3%	-5%	.	.	11%
> CC(C)C(=O)OCC(=O)Nc1ccc2c(c1)CCC2
  9	806	-5%	22%	i	29	-4%	0.2%	-8%	0.2	65	7%
> Cc1cccc(OCC(=O)Nc2cccc(O)c2)c1
  15	734	0%	-2%	i	27	-6%	-0.1%	1%	-0.6	81	6%
> Cc1ncc(CN2CCN(C(C)C)C(CCO)C2)s1 (centres undefined)
  4	726	-6%	15%	i	48	4%	0.3%	-8%	-1.2	38	4%
> O=C(NC1(C(=O)NC2CCCC2)CCCCC1)c1ccc2c(c1)OCO2
  -1	793	-12%	-1%	i	15	-1%	0.2%	-12%	-1.1	51	0%
> COc1ccc(-c2ccc(C#N)c(OC(=O)c3c(Cl)cccc3Cl)n2)cc1
  13	734	1%	1%	i	7	16%	-0.2%	-5%	1.7	42	13%
> CCOc1cc(C#N)c(NC(=O)c2cccnc2)cc1OCC
  .	.	6%	13%	i	37	-4%	-0.2%	2%	-0.1	50	6%
> Cc1[nH]n(-c2ccccc2)c(=O)c1C1(C(F)(F)F)C(=O)N(c2ccccc2)C2=C1C(=O)CC(C)(C)C2 (centres undefined)
  4	712	15%	12%	i	36	-4%	-0.1%	-2%	-1.0	59	3%
> CCOC(=O)Cc1csc(SCc2nc3ccccc3c(=O)[nH]2)n1
  .	.	-6%	-5%	i	28	9%	-0.2%	-3%	-0.7	57	6%
> COCCNC(=O)C1CC2Cn3c(nc4cc(Cl)c(Cl)cc43)C2N1C (centres undefined)
  3	701	6%	6%	i	6	3%	-0.1%	-5%	-1.6	97	-5%
> OCCCn1c(C(CO)Nc2nc(-c3ccc(Cl)cc3)cs2)nc2ccccc21 (centres undefined)
  .	.	.	13%	i	18	.	.	.	-1.6	97	11%
> COC(=O)C1CC(=O)N(Cc2ccccc2)C1 (centres undefined)
  6	673	-8%	24%	i	7	1%	0.1%	-4%	1.1	32	10%
> COc1ccc(-n2ccnc2CN2CCCC(CO)(Cc3cccc(OC)c3)C2)cc1 (centres undefined)
  -4	656	0%	?	i	55	-5%	-0.3%	-1%	0.3	89	-5%
> CSc1nc(C)cc(/C=C\c2ccccc2)c1C#N
  -5	665	2%	-1%	i	11	-3%	-0.4%	2%	1.5	57	5%
> CC(=O)NCCCc1c[nH]c2ccc(Cl)cc12
  .	.	-1%	6%	i	26	4%	-0.1%	-3%	-1.3	82	6%
> O=S(=O)(Nc1ccc2oc(-c3ccccc3)nc2c1)c1ccccc1
  .	.	-2%	3%	i	38	1%	-0.1%	-6%	6.3	51	0%
> O=S(=O)(NC1CCCC1)c1ccc(S(=O)(=O)NC2CCCC2)cc1
  .	.	1%	-4%	i	18	0%	-0.2%	-9%	1.0	42	2%
> CCOc1ccc(S(=O)(=O)Nc2ccc(C(=O)N3CC(C)OC(C)C3)cc2)cc1 (centres undefined)
  .	.	.	1%	i	51	.	.	.	0.0	70	10%
> CCCCn1c(Cc2ccccc2)nnc1SCC(=O)Nc1cc(C)on1
  15	811	-12%	3%	i	6	7%	0.3%	0%	-0.5	73	9%
> S=C(Nc1ccc2cn[nH]c2c1)Nc1ccc(Cl)cc1Cl
  -1	743	-15%	17%	i	31	-6%	0.2%	-4%	0.9	28	27%
> Cc1cc(C)cc(NC(=S)NC2CC3CCCC(C2)N3C2CCCC2)c1 (centres undefined)
  0	702	-3%	15%	i	25	22%	0.1%	-5%	-1.6	45	-7%
> Cc1ccc(SCC(=O)NNC(=O)C2CCCCC2)cc1
  .	.	4%	12%	i	33	-9%	-0.1%	-10%	-1.1	72	-1%
> CC(=O)c1cccc(NC(=O)NC(C)c2ccc3c(c2)OCO3)c1 (centres undefined)
  -6	832	5%	26%	i	10	8%	0.0%	-12%	-1.6	67	9%
> Cc1cc(-c2nnc(SCC(=O)Nc3nc(-c4ccccc4)cs3)o2)no1
  0	675	-4%	24%	i	18	11%	0.3%	-4%	-0.4	45	8%
> OCC1(CCc2ccccc2)CCN(Cc2ccc3nsnc3c2)CC1
  3	709	1%	15%	i	50	-7%	-0.1%	5%	0.7	85	10%
> CSc1nsc(SCC(=O)Nc2ccc(F)cc2)n1
  5	842	20%	7%	i	31	11%	0.2%	-6%	-1.2	49	7%
> COc1ccc(S(=O)(=O)Nc2ccccc2C(=O)N2CCOCC2)cc1Cl
  -4	689	-11%	14%	i	20	21%	-0.2%	-10%	0.1	67	-3%
> O=C1COc2ccc(C(=O)c3ccccc3C(=O)NCc3ccco3)cc2N1
  -5	790	15%	2%	i	17	-7%	0.3%	-2%	-5.1	77	4%
> CNC(=O)NC(=O)COC(=O)c1n[nH]c2ccccc12
  2	728	-6%	8%	i	9	-7%	0.2%	-5%	-0.6	71	7%
> Cc1ccc(C(=O)CSc2nc(C(C)C)nc3ccccc23)cc1
  -18	702	20%	24%	i	43	7%	0.2%	-4%	14	34	6%
> CCOc1ccc(-c2ccc(C=O)o2)c([N+](=O)[O-])c1
  5	648	-4%	15%	i	48	11%	1.1%	0%	3.5	60	8%
> CCN(Cc1ccccc1)C(=O)CCc1nc(-c2ccc(C)cc2)no1
  .	.	8%	2%	i	14	-8%	-0.2%	-10%	0.2	72	2%
> CC(=O)C1=C(O)C(=O)N(Cc2cccnc2)C1c1ccccc1Cl (centres undefined)
  .	.	-10%	24%	i	35	0%	-0.3%	-10%	-0.8	36	6%
> N#Cc1ccc(Oc2ncccn2)cc1
  .	.	.	5%	i	32	.	.	.	0.3	44	6%
> COCCn1c(Br)nc2c1c(=O)n(C)c(=O)n2C
  -2	711	4%	5%	i	46	4%	-0.1%	-9%	-0.7	37	.
> CC(OC(=O)Cc1ccc(F)cc1)C(=O)NCc1ccc2c(c1)OCO2 (centres undefined)
  .	.	.	10%	i	28	.	.	.	2.0	75	7%
> CCCCc1cc(=O)oc2c(C)c(OCC(=O)NCc3ccccn3)ccc12
  -61	830	12%	8%	i	6	12%	-0.1%	-4%	2.8	53	8%
> Cc1noc(C)c1S(=O)(=O)N1CCC(C(=O)NCCc2ccc(S(N)(=O)=O)cc2)CC1
  -1	759	13%	-1%	i	12	-5%	0.0%	-6%	-0.9	52	0%
> Cc1ccc(C)n1-n1cnc2scc(-c3cccs3)c2c1=O
  5	817	-9%	13%	i	14	4%	-0.1%	4%	0.3	33	10%
